# Tb PFK inh = qHTS Assay to Find Inhibitors of T. brucei phosphofructokinase; T. brucei PFK, ADP-Glo luminescence; Potency, µM (series often up to 57.5 µM), without a hit: at the highest dose activity, negative = inhibition, hits mostly inhibitors; actives 0.17% (n = 330,000); AID 485367, 2010;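 note: potency is the fitted concentration of half-maximal effect; 0% = uninhibited 1x PFK enzyme wells and -100% = no-enzyme wells; nearly all actives have a fitted effect of over 60% in size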
# Target sequence (O15648 whole entry, looked up): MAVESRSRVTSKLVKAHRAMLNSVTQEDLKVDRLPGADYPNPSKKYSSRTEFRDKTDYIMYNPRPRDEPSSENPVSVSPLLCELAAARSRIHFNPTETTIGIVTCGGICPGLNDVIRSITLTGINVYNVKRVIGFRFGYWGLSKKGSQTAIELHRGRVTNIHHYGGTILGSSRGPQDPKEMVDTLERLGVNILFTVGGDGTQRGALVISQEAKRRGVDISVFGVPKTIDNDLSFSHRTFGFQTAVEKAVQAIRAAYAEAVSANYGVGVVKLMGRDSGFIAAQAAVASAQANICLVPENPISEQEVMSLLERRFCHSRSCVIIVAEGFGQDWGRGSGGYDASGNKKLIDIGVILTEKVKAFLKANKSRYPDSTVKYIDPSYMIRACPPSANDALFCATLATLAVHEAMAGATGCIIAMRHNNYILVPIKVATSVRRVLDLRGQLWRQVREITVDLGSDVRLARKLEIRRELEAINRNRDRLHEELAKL
#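 PFK 1.25 nM, F6P 0.5 mM, ATP 0.1 mM, 0.1 M TEA pH 8.0, 5 mM MgCl2, 0.01% Tween20, 0.1% BSA; 45 min RT. ADP-Glo readout. qHTS titration up to 57 uM; curves fitted, compounds curve-classed.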
# B2AR arrestin = qHTS assay of beta-arrestin-biased ligands of beta2-adrenergic receptor | actives 0.02% (n = 330,000) | Beta-2 adrenergic receptor (Homo sapiens), P07550 | Potency, µM (doses to about 46.1 µM), inactives show at the highest dose activation, most hits filed as activators | beta-arrestin recruitment to beta2AR, cell-based reporter;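 note: potency is the fitted concentration of half-maximal effect; 0% = DMSO controls and full agonism = EC100 isoproterenol or metaproterenol; nearly all actives have a fitted effect of over 65% in size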
# Target sequence (P07550 whole entry, looked up): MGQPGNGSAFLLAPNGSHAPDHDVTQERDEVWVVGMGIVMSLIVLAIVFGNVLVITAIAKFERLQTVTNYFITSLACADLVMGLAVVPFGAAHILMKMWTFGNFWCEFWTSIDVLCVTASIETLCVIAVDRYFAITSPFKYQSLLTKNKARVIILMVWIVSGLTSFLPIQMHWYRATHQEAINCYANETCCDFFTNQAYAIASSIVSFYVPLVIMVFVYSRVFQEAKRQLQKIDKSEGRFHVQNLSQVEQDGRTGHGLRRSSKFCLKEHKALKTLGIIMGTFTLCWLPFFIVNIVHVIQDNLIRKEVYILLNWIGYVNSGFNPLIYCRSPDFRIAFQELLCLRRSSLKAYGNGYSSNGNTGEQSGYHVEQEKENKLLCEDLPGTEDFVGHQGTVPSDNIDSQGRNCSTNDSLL
# GALK inhibitor = qHTS Assay for Inhibitors of Human Galactokinase (GALK) | Purified GALK, Kinase-Glo residual ATP luminescence | Potency, µM (doses to about 57.5 µM), for the others: at the highest dose activity change, negative = inhibition, hits mostly inhibitors | actives 0.007% (n = 270,000) | AID 1868, 2009; note: potency is the fitted concentration of half-maximal effect; % is set by controls: 0 for no effect and ±100 for the full control effect
#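 Luminescence from leftover ATP (Ultra-Glo luciferase/luciferin) served as read-out after a 1 h room-temperature reaction of 5 nM GALK with 35 uM ATP and 100 uM galactose.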
# PKM2 activator = qHTS Assay for Activators of Human Muscle isoform 2 Pyruvate Kinase | Pyruvate kinase PKM (Homo sapiens), P14618 | purified PKM2, Kinase-Glo ATP luminescence, activation; response scale: 0% is enzyme alone, no compound | Potency, µM (highest dose often 57.5 µM), for inactives: top-dose activation, actives largely listed as activators | actives 0.34% (n = 260,000); note: potency is the fitted concentration of half-maximal effect; % is set by controls: 0 for no effect and ±100 for the full control effect; nearly all actives have a fitted effect of over 55% in size
#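 Purified hPK-M2 (>95% pure) converted ADP (0.1 mM final) to ATP with 0.5 mM PEP in 50 mM imidazole pH7.2, KCl, MgCl2, Tween 20, BSA; 1 h at room temperature. ATP detected by Kinase-Glo luminescence.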
# Giardia kill = Small Molecules that selectively kill Giardia lamblia: qHTS; AID 540267, 2011; actives 0.15% (n = 340,000); activity change, % at 7.66 µM, hits read low; Giardia lamblia trophozoite viability; in the data active = activity change below about -80%; inconclusive = between about -30% and that limit;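 note: parasites exposed to compound for two days anaerobically before the ATP read; % is set by controls: 0 for no effect and ±100 for the full control effect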
#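 Luminescence from cellular ATP indicates surviving trophozoites (100 cells/well) following 48 hrs anaerobic compound treatment at 37 deg C; signal develops 15-30 min at room temperature.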
# a7 integrin act = qHTS for Activators of Integrin-Mediated Alleviation for Muscular Dystrophy | Potency, µM (highest dose often 38.3 µM), for inactives: at the highest dose activation, most hits filed as activators | alpha7betagal myoblasts, beta-gal FDG fluorescence, 48 h | actives 0.064% (n = 350,000);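 note: potency is the fitted concentration of half-maximal effect; 100% = response of the positive control SU9516; nearly all actives have a fitted effect of over 60% in size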
#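 alpha7betagal+/- myoblasts (passage 13, 250/well) treated 48 h at 37C with compounds at 1:260 dilution of DMSO stock. Lysed, then beta-galactosidase activity read as FDG fluorescence (ex 480/em 540) after 30 min, with pre-read for autofluorescence.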
# BCR signal inh = qHTS Assay to Find Inhibitors of Chronic Active B-Cell Receptor Signaling | ABC-DLBCL IkBa-CBG/CBR reporter, luminescence ratio, 4 h | Potency, µM (titrated, usually from 46.1 µM), for the others: at the highest dose ratio change, negative = lower green/red ratio, usual class: inhibitors | actives 0.05% (n = 340,000); active = well fitted inhibition curve with a large enough effect in the signal ratio, with a control signal flat, not every such curve was filed as active; inconclusive = small, poorly fitted or top-dose-only effect, or effect the other way, or a change in a side signal; the % refers to the signal ratio;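 note: potency is the fitted concentration of half-maximal effect; plate controls were basal doxycycline-induced cells for no effect and cells given 10 µM MG132 for full effect; MG132 reads +100%, hits lower the ratio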
#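 Concentration-response series (up to 46 uM) were applied to TMD8 dual-reporter cells for 4 h at 37C with doxycycline. Green/red ratio, after filter-overlap correction, defined %Activity; red signal alone was normalised to basal cells and zero luminescence.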
# TSG101-PTAP inh = qHTS Assay for Iinhibitors of HIV-1 Budding by Blocking the Interaction of PTAP/TSG101. Tumor susceptibility gene 101 protein (Homo sapiens), Q99816. Fluorescence polarization, FITC-PTAP peptide / Tsg101 binding. Potency, µM (series often up to 115 µM), inactives show at the top dose activity change, negative = inhibition, actives largely listed as inhibitors. 340,000 tested, under 10 active. AID 493005, 2010; active = well fitted inhibition curve with a large enough effect in the main read-out, with a control signal flat, not every such curve was filed as active; inconclusive = small, poorly fitted or top-dose-only effect, or effect the other way, or a change in a side signal; inactive = no such curve, though single readings can be large or run the other way; note: potency is the fitted concentration of half-maximal effect; % of control where 0% means no effect
#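 Compounds were pin-transferred onto Tsg101 binding domain (10 uM final) in HEPES pH 7.5 buffer, then FITC-PTAP peptide was added at 50 nM final. After 20 min at RT, polarization reported peptide displacement across a qHTS concentration series.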
# S-ASM inh = Inhibitors of Secretory Acid Sphingomyelinase (S-ASM): qHTS; Potency, µM (top dose mostly 57.5 µM), for inactives: at the highest dose activity change, negative = inhibition, actives largely listed as inhibitors; actives 0.006% (n = 340,000); placental ASM, HMU-PC fluorogenic substrate, 60 min; note: potency is the fitted concentration of half-maximal effect
#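 Steps: dispense placental human ASM, pin compound, wait 10 min at room temperature, add HMU-PC0 substrate at 9 uM final, incubate 60 min at 37 °C, add stop solution raising pH to 10, read fluorescence.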
# FBPA coupling cs = qHTS Assay for Inhibitors of Fructose-1,6-bisphosphate Aldolase from Giardia Lamblia: Coupling assay counterscreen | coupling enzyme system counterscreen, AmpLite Red fluorescence | activity change, negative = inhibition, % at 58.2 µM, hits read low | actives 0.67% (n = 290,000) | AID 2472, 2010; in the data active = activity change below about -30%; note: % is set by controls: 0 for no effect and ±100 for the full control effect
#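 Counterscreen of the coupled detection system alone, without aldolase: glyceraldehyde-3-phosphate coupling enzymes plus AmpLite Red readout. Compounds at 57.5 uM final, 10 min RT preincubation, 20 min RT reaction, fluorescence 525/598 nm.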
# Menin MLL FP TR = qHTS Assay for Inhibitors Targeting the Menin-MLL Interaction in MLL Related Leukemias: Competition With Texas Red Labeled MLL-derived Mutant Peptide. O00255. Menin + Texas Red MLL mutant peptide, fluorescence polarization. Potency, µM (top dose mostly 61.6 µM), inactives show at the highest dose FP activity change, negative = inhibition, most hits filed as inhibitors. actives 0.23% (n = 270,000); active = well fitted inhibition curve with a large enough effect in the polarisation, with a control signal flat, not every such curve was filed as active; inconclusive = small, poorly fitted or top-dose-only effect, or effect the other way, or a change in a side signal; inactive = no such curve, though single readings can be large or run the other way; the % refers to the polarisation; note: potency is the fitted concentration of half-maximal effect; % of control where 0% means no effect; many of its hits are not listed in these tables
# Active calls of the source: *; ? = inconclusive; / = not tested or not shown; [ ] = remark or other dose. Unless noted, calls come from the whole dose curve; as a rule, active = well fitted curve in the direction sought with a large enough effect; inconclusive = small, poorly fitted or top-dose-only effect, or another doubt; inactive = no such curve, though single readings can be large; an effect the other way counts as inactive or inconclusive.
# Short keys: A = Tb PFK inh; B = B2AR arrestin; C = GALK inhibitor; D = PKM2 activator; E = Giardia kill; F = a7 integrin act; G = BCR signal inh; H = TSG101-PTAP inh; I = S-ASM inh; J = FBPA coupling cs; K = Menin MLL FP TR
O=c1c(-c2ccccc2)c(O)c2cccc3c2n1CCC3
  A: -3.8%; B: -0.7%; C: -1.4%; D: -8.5%; E: 10.5; F: -5.5%; G: 3.3%; H: -1.0%; I: 1.4%; J: -3.0; K: -5.3%

O=C(OCc1nnc(-c2ccccc2)o1)C12CC3CC(CC(Br)(C3)C1)C2
  A: 4.5%; B: 0.1%; C: -2.1%; D: 2.0%; E: -23.1; F: 11.5%; G: 1.9%; H: -1.9%; I: -3.7%; J: 0.1; K: -17.9%

CN(C)Cc1c(O)ccc2occ(C(O)c3ccccc3)c12 (stereo not drawn)
  A: -3.0%; B: -0.9%; C: 0.6%; D: 9.0%; E: 16.8; F: -17.0%; G: -1.4%; H: -0.5%; I: 2.3%; J: 0.3; K: -1.8%

O=C(NCCN1CCCCC1)c1ccc(Oc2cc(Cl)cc(Cl)c2)o1
  A: 11.0%; B: -0.7%; C: -2.6%; D: 2.1%; E: -14.0; F: -45.6%[inhibitor]; G: -8.3%; H: 1.2%; I: -6.6%; J: 7.1; K: /

CC1(C)CC(=O)C2=C(C1)NC1=C(C(=O)c3ccccc31)C2c1ccccc1 (stereo not drawn)
  A: ?; B: -1.1%; C: 0.7%; D: 4.8%; E: -5.6; F: -12.6%; G: ?; H: -2.9%; I: -26.0%; J: 3.7; K: ?

Cc1cc(C(=O)NC2CCCN(Cc3ccccc3F)C2)no1 (stereo not drawn)
  A: -1.2%; B: -1.4%; C: 1.9%; D: 7.7%; E: 28.9; F: -1.9%; G: -0.4%; H: -8.8%; I: 4.5%; J: 3.8; K: -1.3%

CCOc1ccc(OCc2cccc(C(=O)O)c2)cc1
  A: -0.5%; B: -0.6%; C: 1.3%; D: -33.7%; E: ?; F: -4.1%; G: ?; H: -5.5%; I: 5.8%; J: 20.6; K: 8.2%

O/N=C1\CCCC\C1=C/c1ccccc1
  A: 0.0%; B: -1.2%; C: 3.6%; D: 6.2%; E: 1.4; F: -1.6%; G: ?; H: 5.6%; I: 0.9%; J: 3.8; K: -1.5%

O=S(=O)(c1ccccc1)N1CCC(=NO)CC1
  A: -2.1%; B: 0.1%; C: 5.5%; D: 7.6%; E: -6.4; F: -1.4%; G: -9.3%; H: 2.3%; I: 2.1%; J: 0.1; K: 2.5%

O=C(COC(=O)c1cccc(S(=O)(=O)N2CCOCC2)c1)Nc1ccc(Cl)cn1
  A: -0.5%; B: -2.4%; C: /; D: /; E: 13.6; F: -0.9%; G: 2.6%; H: -0.2%; I: -5.0%; J: /; K: /

Cc1cc(C)n(CC(O)Cn2c3ccc(Cl)cc3c3cc(Cl)ccc32)c(=O)n1 (stereo not drawn)
  A: 2.0%; B: -0.7%; C: 0.1%; D: 2.4%; E: -2.9; F: -2.0%; G: ?; H: -19.0%; I: -18.4%; J: 4.5; K: 0.8%

CCn1ncc(Cl)c1C(=O)Nc1cc([N+](=O)[O-])ccc1OC
  A: 0.7%; B: -0.1%; C: /; D: -3.3%; E: -7.1; F: 19.8%; G: -1.7%; H: -2.4%; I: 0.8%; J: 4.9; K: 6.5%

CC(C)C(=O)O/N=C(\N)c1ccccn1
  A: -0.4%; B: -1.3%; C: -0.5%; D: 3.9%; E: -1.3; F: -20.7%; G: 6.1%; H: 1.9%; I: 3.0%; J: -3.1; K: -0.5%

CCc1ccccc1NC(=O)C1CCCN(c2nccc(C)n2)C1 (stereo not drawn)
  A: 4.1%; B: -0.4%; C: 3.1%; D: -9.7%; E: -11.1; F: 10.4%; G: -8.6%; H: 0.7%; I: -2.1%; J: 0.7; K: -12.3%

O=C(O)c1ccccc1SCc1ccc2c(c1)OCO2
  A: /; B: /; C: -2.8%; D: -7.0%; E: 1.6; F: 3.5%; G: /; H: -3.6%; I: -0.6%; J: 0.2; K: 10.2%

CC(=O)N1C(=O)NC(c2ccccc2)=C([N+](=O)[O-])C1c1ccccc1 (stereo not drawn)
  A: 0.4%; B: 0.4%; C: 10.8%; D: -5.2%[11.5 µM]; E: 0.4; F: 0.0%; G: -3.5%; H: -0.8%; I: -1.7%; J: -2.8; K: 24.9%

COc1ccc(OC)c(CCNC(=O)CCn2nc(C)c3c(C)n(-c4ccccc4)nc3c2=O)c1
  A: 0.4%; B: 0.5%; C: 1.2%; D: /; E: 11.0; F: -2.6%; G: -13.8%; H: -4.4%; I: 2.5%; J: /; K: /

O=C(NCc1ccccc1)c1cnc(-c2ccccn2)nc1C(F)(F)F
  A: -0.3%; B: -1.0%; C: -2.8%; D: -6.8%; E: -14.8; F: -5.0%; G: ?; H: -0.6%; I: -1.5%; J: 0.9; K: /

# Nine entries from above, with bars between the fields:
SMILES | Tb PFK inh | B2AR arrestin | GALK inhibitor | PKM2 activator | Giardia kill | a7 integrin act | BCR signal inh | TSG101-PTAP inh | S-ASM inh | FBPA coupling cs | Menin MLL FP TR
CN(C)Cc1c(O)ccc2occ(C(O)c3ccccc3)c12 (stereo not drawn) | -3.0% | -0.9% | 0.6% | 9.0% | 16.8 | -17.0% | -1.4% | -0.5% | 2.3% | 0.3 | -1.8%
O=C(NCCN1CCCCC1)c1ccc(Oc2cc(Cl)cc(Cl)c2)o1 | 11.0% | -0.7% | -2.6% | 2.1% | -14.0 | -45.6%[inhibitor] | -8.3% | 1.2% | -6.6% | 7.1 | /
CC1(C)CC(=O)C2=C(C1)NC1=C(C(=O)c3ccccc31)C2c1ccccc1 (stereo not drawn) | ? | -1.1% | 0.7% | 4.8% | -5.6 | -12.6% | ? | -2.9% | -26.0% | 3.7 | ?
Cc1cc(C(=O)NC2CCCN(Cc3ccccc3F)C2)no1 (stereo not drawn) | -1.2% | -1.4% | 1.9% | 7.7% | 28.9 | -1.9% | -0.4% | -8.8% | 4.5% | 3.8 | -1.3%
CCOc1ccc(OCc2cccc(C(=O)O)c2)cc1 | -0.5% | -0.6% | 1.3% | -33.7% | ? | -4.1% | ? | -5.5% | 5.8% | 20.6 | 8.2%
O/N=C1\CCCC\C1=C/c1ccccc1 | 0.0% | -1.2% | 3.6% | 6.2% | 1.4 | -1.6% | ? | 5.6% | 0.9% | 3.8 | -1.5%
O=S(=O)(c1ccccc1)N1CCC(=NO)CC1 | -2.1% | 0.1% | 5.5% | 7.6% | -6.4 | -1.4% | -9.3% | 2.3% | 2.1% | 0.1 | 2.5%
O=C(COC(=O)c1cccc(S(=O)(=O)N2CCOCC2)c1)Nc1ccc(Cl)cn1 | -0.5% | -2.4% | / | / | 13.6 | -0.9% | 2.6% | -0.2% | -5.0% | / | /
Cc1cc(C)n(CC(O)Cn2c3ccc(Cl)cc3c3cc(Cl)ccc32)c(=O)n1 (stereo not drawn) | 2.0% | -0.7% | 0.1% | 2.4% | -2.9 | -2.0% | ? | -19.0% | -18.4% | 4.5 | 0.8%

# Assay outcomes from PubChem.

# Some of the compounds tested, so the mix of outcomes need not match the whole.
